# Bioassay records from PubChem.
# TTR transcr act – TTR transcription activation, primary screen; SH-SY5Y TTR promoter Gaussia luciferase, luminescence; 100% = recombinant luciferase protein wells; activation, % at 16.7 µM; 92,000 compounds, 1.3% hits; AID 1117267;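 active = activation above the mean of all tested compounds plus 3 SD, cut at about 9.5% in these data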;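 also: cells exposed to compounds for one day before reading; 0% = median of all test compound wells on the plate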
# Active calls of the source: *.
TTR transcr act	SMILES
-1.5	CCOCCCNS(=O)(=O)c1ccc2c(c1)CCN2C(C)=O
1.8	COc1ccc(C2NC(=O)N(C)C3=C2C(=O)CC(C)(C)C3)cc1OC (stereo not drawn)
7.1	C/C=C/C=C/C(=O)N1CC2(CC(c3cccc(NC(=O)/C=C/C)c3)=NO2)C[C@@H]1C(N)=O (stereo partly drawn)
-1.2	C=CC[C@H](CC(=O)N(CCO)Cc1ccccc1)C(=O)NCCOC(=O)[C@H](CC=C)CC(=O)OC(C)(C)C
2.5	CN1CCN(CCCC(=O)c2ccc(F)cc2)CC1
-0.2	O=C(c1ccc(SCc2cccc(Br)c2)c([N+](=O)[O-])c1)N1CCN(c2ccccn2)CC1
0.8	CN1C(=O)c2ccccc2Sc2ccc(C(=O)O)cc21
-1.6	CCC(=O)c1ccc(OCC(=O)OCC(=O)NCCCc2ccccc2)cc1
3.4	CCCCCN1CC(O)=C(c2ccccc2)C1=N
-1.0	O=C(c1n[nH]c(=O)c2ccccc12)N1CCN(c2ccccc2)CC1
-0.9	CCOC(=O)CCNC(=O)N1CCCC(C(=O)c2cccc(Cl)c2)C1 (stereo not drawn)
0.3	CCOc1ccccc1CNC(=O)C1CCN(c2nc3ccccc3o2)CC1

# The list goes on; it opens with the 3 that closed the last part.
TTR transcr act	SMILES
-1.0	O=C(c1n[nH]c(=O)c2ccccc12)N1CCN(c2ccccc2)CC1
-0.9	CCOC(=O)CCNC(=O)N1CCCC(C(=O)c2cccc(Cl)c2)C1 (stereo not drawn)
0.3	CCOc1ccccc1CNC(=O)C1CCN(c2nc3ccccc3o2)CC1
-0.6	CCC(Oc1ccccc1)C(=O)Nc1nnc(S(=O)(=O)Nc2ccccc2)s1 (stereo not drawn)
-0.7	CCCOc1ccc(C(=O)NNC(=S)NC(=O)c2ccccc2[N+](=O)[O-])cc1
4.0	Cc1ccc(NC(=S)N(CCCN2CCOCC2)Cc2ccco2)cc1Cl
-2.3	COc1ccc2nc(N3C(=O)CNC3=S)sc2c1
3.5	CC1=CC(C)(C)n2c(O)c(N=NC(N)=S)c3c(C)c(C)cc1c32
-1.0	Cc1onc(-c2c(F)cccc2Cl)c1-c1nnc(-c2ccc(C(F)(F)F)cc2)o1
3.8	CCCCNC(=O)CNC(=O)c1cccs1
-0.9	Cc1ccc(C(=O)CSc2nc(-c3ccccc3)cc(=O)[nH]2)cc1
2.7	CCC(=O)n1nc(-c2ccco2)nc1N
4.3	Cn1cc(CN2CCCC(C(=O)c3ccc(-c4ccccc4)cc3)C2)cn1 (stereo not drawn)
1.1	CC(C)(C)CC(=O)Nc1cc2c3c(c1)CCN3C(=O)CC2
3.8	Clc1cccc(-c2nnc(-c3ccno3)o2)c1

# Some of the entries so far, as comma-separated lines:
compound,TTR transcr act
CC(C)(C)CC(=O)Nc1cc2c3c(c1)CCN3C(=O)CC2,1.1
CCC(=O)n1nc(-c2ccco2)nc1N,2.7
Cc1onc(-c2c(F)cccc2Cl)c1-c1nnc(-c2ccc(C(F)(F)F)cc2)o1,-1.0
CCC(Oc1ccccc1)C(=O)Nc1nnc(S(=O)(=O)Nc2ccccc2)s1 (stereo not drawn),-0.6
Cc1ccc(NC(=S)N(CCCN2CCOCC2)Cc2ccco2)cc1Cl,4.0
CC1=CC(C)(C)n2c(O)c(N=NC(N)=S)c3c(C)c(C)cc1c32,3.5
Cc1ccc(C(=O)CSc2nc(-c3ccccc3)cc(=O)[nH]2)cc1,-0.9

# New compounds follow:
TTR transcr act	SMILES
-1.0	CC(C)(C)OC(=O)N/N=C/c1ccc(N2CCOCC2)s1
2.9	COc1ccc(C(=O)N2CCC(O)(c3ccc(F)cc3)CC2)cc1OC
-0.6	CCCNC(=O)Nc1ccc2c(c1)C(=O)N(C)[C@H]1CC[C@@H](CC(=O)OC)O[C@H]1CO2
-2.2	CN(CC1COc2ccccc2O1)C(=O)CSc1nncs1 (stereo not drawn)
0.4	COc1ccc(CN(Cc2cccn2C)S(=O)(=O)c2ccc(F)cc2)cc1
0.7	CC1=C(C(=O)Nc2ccc(C(=O)NCCCN3CCCCC3)cc2)SCCO1
-1.3	Cc1ccccc1CN1CCN(CC(=O)NCc2ccco2)C1=O
1.0	O=C(/C=C/c1ccc(F)cc1)NC(=S)NNC(=O)c1cccnc1
-0.3	NC(=O)Nc1ccc(C(=O)OCC(=O)NC2CCCCC2)cc1
0.1	C[C@@H]1ON(C)[C@H]2C[C@H]3c4[nH]c5ccc(-c6ccc7c(c6)OCO7)cc5c4CCN3C[C@@H]12
1.5	CCC(=O)c1ccccc1OCCCN1C(=O)NC(C)(C)C1=O
-0.8	CCNc1nc(NC(C)C)nc(Oc2ccc(/C=N/O)cc2)n1
-4.5	COc1ccc(C[C@H]2CN3C(=NC[C@H]3Cc3ccccc3)N2CCNC(=O)CCC2CCCCC2)cc1
0.7	Cc1cccc(NC(=S)N(Cc2ccc(Br)cc2)Cc2ccc(C(=O)O)cc2)c1
0.2	CCn1c(SCC(=O)Nc2cc(C(C)(C)C)nn2-c2ccccc2)nnc1-c1cccs1
-3.4	CCOc1ccc(C(=O)OCCN(C)C)cc1
1.3	COc1ccc(Cc2nc3ccc(C(=O)N(C)C(C)c4nccs4)cc3o2)cc1 (stereo not drawn)
-1.3	Cc1cccc(N(C)C(=O)c2cc(S(=O)(=O)N3CCCCC3)c[nH]2)c1
1.9	C[C@@H](C(=O)Nc1ccc2ccccc2c1)[C@H]1C[C@]1(C)[C@H](NS(=O)(=O)c1ccc(-c2ccccc2)cc1)c1ccccc1
-2.4	COc1ccccc1NC(=O)c1ccc(NC(=O)COC(=O)C2(C)CC2(Cl)Cl)cc1 (stereo not drawn)
-2.1	O=C(CCc1ccccc1)NCc1ccccc1
1.0	O=C(NCc1ccccc1)N[C@@H](Cc1c[nH]c2ccccc12)C(=O)O
0.3	CCOC(=O)[C@H]1[C@H]2COc3ccc(OC)cc3[C@@H]2N2C(=O)CN(Cc3ccccc3)C(=O)[C@@]12C
4.2	COc1ccc(Br)cc1/C=N/Nc1ccccn1
0.3	CCN(CC)C(=O)c1ccc(S(=O)(=O)c2ccccc2)cc1
0.8	C=CCn1c(SCC(=O)c2cc(C)n(CC3CCCO3)c2C)nnc1-c1ccccc1 (stereo not drawn)
-3.9	CCC(=O)Nc1ccc(/C=C(\C(C)=O)C(=O)c2ccccc2)cc1
-0.9	Clc1ccc(CN2CCCCCCC2)cc1Cl
3.1	COc1ccc(CCNC(=O)Cn2nc(C)c3c(C)n(-c4ccccc4)nc3c2=O)c(OC)c1
7.0	CC(C)n1c(=S)[nH]c2ccccc2c1=O
0.3	CC(C)CNS(=O)(=O)CC1NCc2cc3c(cc21)OCO3 (stereo not drawn)
3.7	CCCC1CCC2(CC1)CCC2OC(=S)Nc1cccc(Cl)c1 (stereo not drawn)
0.1	NC(=O)C1CCN(C(=O)c2cc3ccccc3cc2O)CC1
0.1	O=C(COC(=O)c1ccco1)Nc1nc2c(F)c(F)c(F)cc2s1
2.9	COc1ccccc1NC(=O)Cn1cnc2c1c(=O)n(C)c(=O)n2C
0.3	Cc1ccc2c(c1)C1CN(C)CCC1N2C(=S)Nc1ccc(Cl)cc1Cl (stereo not drawn)

# Among those listed so far, 2 contain a nitro group on carbon.
TTR transcr act	SMILES
-0.2	O=C(c1ccc(SCc2cccc(Br)c2)c([N+](=O)[O-])c1)N1CCN(c2ccccn2)CC1
-0.7	CCCOc1ccc(C(=O)NNC(=S)NC(=O)c2ccccc2[N+](=O)[O-])cc1

# Other records:
TTR transcr act	SMILES
0.2	Cc1ccc(C(C)NC(=O)c2ccc3c(c2)OCCO3)cc1C (stereo not drawn)
0.2	Cc1cc(C)cc(NC(=S)NCC2CCN(C(C)c3ccccc3)C2)c1 (stereo not drawn)
-0.5	COCc1cc(C)nc(N2CCCCC2)c1C#N
6.1	O=C(NN1CCOCC1)c1ccccc1
2.8	CCOCCOC(=O)C1=C(C)N(C)C(=O)NC1c1cc(Cl)c(O)c(OCC)c1 (stereo not drawn)
0.0	COc1cccc(NC(=O)CN(C)C(=O)c2ccc(S(=O)(=O)Nc3ccccc3C)cc2)c1
2.9	COc1cc(NC(=S)NCCN2CCOCC2)cc(OC)c1
1.1	Cc1cc(=O)[nH]c(SCc2ccccc2)n1
2.4	CCOC(=O)c1c(C)oc2c1c(C(c1cccnc1)N1CCOCC1)c(O)c1ccccc12 (stereo not drawn)
-0.1	COc1ccc(NC(=S)N(CCN(C)C)C(C)c2ccco2)cc1 (stereo not drawn)
4.5	COCC(C)n1c(C)cc(C(=O)CSc2nnnn2C2CCCC2)c1C (stereo not drawn)
1.3	CS(=O)(=O)N(CC(=O)N/N=C/c1ccccc1C(=O)O)c1cccc(Cl)c1Cl
-0.9	Cc1cc(C)c(NC(N)=S)c(C)c1
-1.8	COC(=O)CSc1nnc(CNC(=O)c2cccc(C)c2)n1-c1ccccc1OC
-0.8	COCC(C)NC(=O)c1cc2cc(OC)ccc2[nH]1 (stereo not drawn)
6.7	Cc1cccc(NC(=O)c2cc3c(n(-c4ccccc4)c2=O)CCCC3=O)n1
-0.5	CC(=O)OCC1=C(C(=O)OC(C)(C)C)N2C(=O)[C@@H](NC(=O)Cc3ccccc3)[C@H]2SC1
-0.3	Cn1c(=O)c2c(nc(CN3CCN(c4ccccc4)CC3)n2CCN2CCOCC2)n(C)c1=O
0.7	CCc1nn(C(C)C(=O)NCCN2CCCCCC2)c(=O)c2cc3occc3n12 (stereo not drawn)
-0.2	COC(=O)c1ccc(CSC2=NC[C@@H]3[C@@H]4C(=O)N(C)C(=O)[C@@H]4[C@](Cc4ccccc4)(C(=O)OC)N23)cc1
-2.4	CCOC(=O)C1=CN(CC)S(=O)(=O)NC1c1ccc2ccccc2c1 (stereo not drawn)
0.5	O=C(C(=O)N1CCN(c2ccccc2)CC1)c1c[nH]c2ccccc12
4.6	COc1ccc(OC)c(N(CC(=O)N2CCCC2)S(=O)(=O)c2ccc(C)cc2)c1
-2.7	O=C1Nc2cc(C(=O)N3CCOCC3)ccc2SC1N1CCOCC1 (stereo not drawn)
1.2	Fc1cccc(CN2CCN(c3nc4nonc4nc3NC3CC3)CC2)c1
-0.8	COc1ccc(CCNC(=O)C(F)(F)F)cc1S(N)(=O)=O
1.3	Cn1c(=S)n(/N=C/c2ccc3c(c2)OCO3)c2ccccc21
0.8	O=C(NCC1CCCO1)c1cccc(C(=O)NCC2CCCO2)c1 (stereo not drawn)
-1.0	C=CC(O)(C#CCN(CC)CC)c1ccccc1 (stereo not drawn)
3.4	CC(=O)NC(Cc1ccc(F)c(F)c1)C(=O)NC1CCN(c2nnnn2-c2ccccc2)CC1 (stereo not drawn)
-0.6	CCN(CC(=O)Nc1c(F)cccc1F)C(=O)c1c(-c2ccccc2Cl)noc1C
7.3	CC(=O)OCC(=O)NCC(=O)c1c[nH]c2ccccc12
-1.1	C=CCN(Cc1ccc(OC)cc1OC)C(C#Cc1ccccc1)c1ccccc1 (stereo not drawn)
-1.2	Oc1ccc(C2C(c3ccccc3)=NN=C(c3ccc(Cl)cc3)N2O)c(O)c1 (stereo not drawn)
0.4	Cc1c(N(C(=O)Cc2cccs2)C2(C(=O)NC3CCCC3)CCCCC2)c(=O)n(-c2ccccc2)n1C
-0.9	CCCCSC1=C(C#N)C(c2ccccc2C)CC(=O)N1 (stereo not drawn)
0.2	Cc1cc(N2CCOCC2)nc2cc(O)ccc12
-1.0	Cc1ccsc1/C=N/NC(=O)CNC(=O)c1cccc([N+](=O)[O-])c1C
-2.7	Cc1nc(C(=O)NCCC(C)C)sc1C1(C)CC(c2ccccc2)=NO1 (stereo not drawn)
3.2	COCCNC(=O)CCCn1c(=O)c2ccccc2n(CC(=O)NCCC2=CCCCC2)c1=O
-2.4	CN(C)/C(=N\OC(=O)c1ccccc1)c1nonc1N
0.2	O=C(CN1CCN(Cc2ccc(Cl)cc2)C1=O)NCCCN1CCOCC1
0.0	O=C(c1ccco1)N1CCN(C(=O)c2ccc(CS(=O)c3ccc(F)cc3)o2)CC1 (stereo not drawn)
-0.5	CCCCNC(=O)c1ccc2nc(CC)c(N(CCC(C)C)CCN(C)C)n2c1
1.2	O=C(NC(=S)Nc1ccc(Br)cn1)c1cncc(Br)c1
-1.6	Cc1nc(-c2cccc(S(=O)(=O)N3CCOCC3)c2)cs1
-1.7	COc1ccc(-c2c3c(cc(C)[n+]2[O-])oc2ccc(OC)cc23)cc1
-1.0	COC(=O)c1cc(C)sc1NC(=O)CSc1ncccn1
-0.3	CCOC(=O)c1cnn2c(C)cc(-c3ccc(F)cc3)nc12
-1.4	O=C1CC[C@@H](O)CCN1CC[C@H](Sc1ccc(Br)cc1)c1ccccc1
-3.2	CCc1nc2ccccc2c(C(=O)OCC(=O)Nc2ccc(NC(C)=O)cc2)c1C
1.2	O=C(NNC(=S)NCc1ccco1)c1ccc(Cl)s1
1.0	CC(C)C(=O)Nc1nnc(SCC(=O)Nc2ccc3c(c2)OCO3)s1
2.5	Cc1nc(SCC(=O)N2CCN(c3ccccc3)CC2)n[nH]1
-0.5	Cc1noc(C)c1C(=O)OCC(=O)NCCC1=CCCCC1
5.7	CC(C)(C)NC(=O)C1CC(=O)N(CCc2ccc(F)cc2)C1 (stereo not drawn)
0.4	O=C(NCCCCc1ccccc1)c1cc([N+](=O)[O-])cc([N+](=O)[O-])c1
-0.5	CC(NC(=O)C1CCC(=O)N1Cc1ccc(F)cc1)c1ccc2c(c1)OCCO2 (stereo not drawn)
0.6	COc1nc(OC)nc(N2CCC(C(=O)NCc3ccco3)CC2)n1
-1.3	COC(=O)c1cc(OC)c(OC)cc1NC(=S)N1CCCC1

# (further entries)
TTR transcr act	SMILES
-1.1	O=C(/C=C/c1cccc([N+](=O)[O-])c1)N1CC[C@@]2(O)CCCC[C@H]2C1
2.5	O=C1CCCc2ccccc2N1
-1.6	Cc1ccc(S(=O)(=O)N[C@H](C(=O)OCC(=O)NC(=O)c2cccn2C)C(C)C)cc1
0.7	COc1ccc(S(=O)(=O)N2CCOCC2)c2ccccc12
1.0	COc1cc(OC)cc(-c2cc3ccc(F)cc3cn2)c1
-0.1	CN(C)CCn1c(=O)n(-c2ccc(F)cc2)c(=O)c2c3c(sc21)CCCCC3
-1.7	COc1ccc(C(=O)NNS(=O)(=O)c2ccccc2)cc1OC

# A portion of the library, so the mix of outcomes need not match the whole.
